# Screening results (PubChem BioAssay)
# Pol iota inh: blocks human DNA polymerase iota activity. Q9UNA4. hit rate 1% among 390,000. Potency, µM (highest dose often 115 µM), for the others: at the highest dose activity, negative = inhibition, actives largely listed as inhibitors. Pol iota fluorescent replication assay, 10 min
#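 Fluorescent replication assay read twice, at 0 min and 10 min after adding 50 nM (final) substrate. Enzyme (10 nM) and compounds were first incubated 15 min at room temperature; enzyme-free buffer wells were negative controls.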
# Pin1 inh: blocks the human prolyl isomerase Pin1; Q13526; Pin1 FP peptide displacement, HiFluor488, 10 min; Potency, µM (doses to about 115 µM), without a hit: at the top dose activity, negative = inhibition, actives largely listed as inhibitors; hit rate 0.009% among 390,000; active = well fitted inhibition curve with a large enough effect in the polarisation, with a control signal flat, not every such curve was filed as active; inconclusive = small, poorly fitted or top-dose-only effect, or effect the other way, or a change in a side signal; inactive = no such curve, though single readings can be large or run the other way; the % refers to the polarisation; note: % is set by controls: 0 for no effect and ±100 for the full control effect
# Target sequence (Q13526 whole entry, looked up): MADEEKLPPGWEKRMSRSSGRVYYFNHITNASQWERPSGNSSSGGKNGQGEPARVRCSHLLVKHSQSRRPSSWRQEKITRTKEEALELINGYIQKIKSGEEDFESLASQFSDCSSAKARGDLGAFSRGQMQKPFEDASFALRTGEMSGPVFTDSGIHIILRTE
# BAZ2B block: blocks human BAZ2B; Potency, µM (highest dose often 114 µM), inactives show at the highest dose activity change, negative = inhibition, actives largely listed as inhibitors; hit rate 4.4% among 360,000; AlphaScreen BAZ2B-H3K14Ac peptide displacement; AID 504333; note: % is set by controls: 0 for no effect and ±100 for the full control effect; nearly all actives have a fitted effect of over 60% in size
#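 Complex of BAZ2B and biotin-H3K14Ac (50 nM apiece) forms over 30 min at RT, then faces library compounds up to 110 uM for another 30 min; AlphaScreen beads added, 20 min dark incubation, luminescence read.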
# HP1b binding inh: HP1-beta chromodomain-methylated histone interaction inhibition | P83916 | AlphaScreen HP1-beta / biotin-H3K9me3 peptide binding | Potency, µM (titrated, usually from 114 µM), for the others: top-dose activity change, negative = inhibition, usual class: inhibitors | hit rate 0.56% among 390,000 | AID 540317; note: nearly all actives have a fitted effect of over 70% in size; inactives centre near 23
#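 HP1-beta protein (50 nM final) preincubated 30 min at room temperature with biotinylated H3(1-18)K9me3 peptide (50 nM) in PBS pH 7.4, 0.01% Tween-20, then compound added for 30 min. AlphaScreen streptavidin donor/nickel chelate acceptor beads (10 ug/mL final), 30 min dark, luminescence read.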
# Tb PGK inh: blocks T. brucei phosphoglycerate kinase; P07378; PGK/GAPDH coupled, Kinase-Glo luminescence, 60 min; Potency, µM (titrated, usually from 57.5 µM), for inactives: at the top dose activity change, negative = inhibition, usual class: inhibitors; hit rate 0.043% among 380,000; note: % is set by controls: 0 for no effect and ±100 for the full control effect; nearly all actives have a fitted effect of over 60% in size
#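 Luminescent ATP detection (Kinase-Glo Plus) follows a 60-minute room-temperature incubation, with wells lacking PGK as controls. Buffer: 100 mM TEA (pH 7.6), 5 mM MgCl2, 0.01% Tween-20. Coupling enzyme GAPDH (100 nM final) supplies unstable 1,3-BPG in-well.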
# G9a block: G9a (human) methyltransferase inhibition. AID 504332. hit rate 8.8% among 350,000. Q96KQ7. G9a H3K9 monomethylation, AlphaScreen, 2 h. Potency, µM (doses to about 102 µM), inactives show at the highest dose activity, negative = inhibition, most hits filed as inhibitors; note: % is set by controls: 0 for no effect and ±100 for the full control effect; nearly all actives have a fitted effect of over 75% in size
#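 Readings reflect AlphaScreen signal from monomethyl-H3K9 antibody detection. HMT at 20 nM; substrate b-H3K9 500 nM; cofactor SAM 20 uM; 2 h RT reaction; compounds tested as titrations in qHTS with 15 min preincubation.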
# JMJD2A Tudor inh: blocks the human JMJD2A Tudor domain; O75164; AlphaScreen JMJD2A-Tudor / H3K4me3 peptide binding; Potency, µM (top dose mostly 114 µM), for inactives: at the highest dose activity change, negative = inhibition, hits mostly inhibitors; hit rate 4.4% among 390,000; note: % is set by controls: 0 for no effect and ±100 for the full control effect; nearly all actives have a fitted effect of over 50% in size
# BLM inh: Bloom syndrome helicase (human) inhibition; hit rate 0.2% among 350,000; P54132; recombinant BLM DNA unwinding, fluorescence dequenching; Potency, µM (titrated, usually from 56.1 µM), without a hit: at the highest dose activity change, negative = inhibition, most hits filed as inhibitors;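 note: plate controls were vehicle for no effect and no enzyme for full effect; nearly all actives have a fitted effect of over 35% in size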
# GLS inh: inhibitors of human glutaminase (GLS); GLS enzymatic activity, qHTS titration; hit rate 0.21% among 410,000; Potency, µM (top dose mostly 45.5 µM), inactives show at the top dose activity change, negative = inhibition, hits mostly inhibitors; AID 624170; note: % is set by controls: 0 for no effect and ±100 for the full control effect
# Target sequence (O94925 whole entry, looked up): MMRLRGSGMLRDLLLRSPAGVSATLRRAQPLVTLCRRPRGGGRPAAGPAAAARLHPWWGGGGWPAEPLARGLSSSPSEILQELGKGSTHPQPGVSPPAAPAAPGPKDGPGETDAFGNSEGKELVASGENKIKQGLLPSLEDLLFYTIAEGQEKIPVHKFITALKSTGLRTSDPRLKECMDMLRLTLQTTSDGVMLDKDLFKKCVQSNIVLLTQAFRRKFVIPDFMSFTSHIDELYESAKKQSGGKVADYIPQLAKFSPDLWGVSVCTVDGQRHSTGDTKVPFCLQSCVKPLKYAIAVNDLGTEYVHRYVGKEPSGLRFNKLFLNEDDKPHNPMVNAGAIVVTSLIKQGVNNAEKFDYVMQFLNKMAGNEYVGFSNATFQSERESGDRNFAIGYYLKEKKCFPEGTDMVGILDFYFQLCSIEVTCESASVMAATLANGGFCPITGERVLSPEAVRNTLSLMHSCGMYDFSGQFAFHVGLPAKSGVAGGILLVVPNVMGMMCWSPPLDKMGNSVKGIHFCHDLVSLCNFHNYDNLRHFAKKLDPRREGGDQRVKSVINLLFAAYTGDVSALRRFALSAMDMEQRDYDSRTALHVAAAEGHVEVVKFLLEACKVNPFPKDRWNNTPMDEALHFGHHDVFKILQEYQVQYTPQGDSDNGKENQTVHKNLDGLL
#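 Two-point fluorescence kinetic (t0, 30 min RT) for hKGA; glutamate detected via glutamate oxidase–HRP–Amplex Red. Substrate: 1 mM L-glutamine solution; buffer 45 mM KH2PO4, pH 8.2.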
# * marks the source's active call; other numbers are inactive results; i = inactive; ? = inconclusive; nt = no result given; [ ] = another dose, or the depositor's remark. Unless noted, calls come from the whole dose curve; as a rule, active = well fitted curve in the direction sought with a large enough effect; inconclusive = small, poorly fitted or top-dose-only effect, or another doubt; inactive = no such curve, though single readings can be large; an effect the other way counts as inactive or inconclusive. Potency is the fitted concentration of half-maximal effect. Only part of the results is shown; count on the stated rates, not on these rows.
SMILES,Pol iota inh,Pin1 inh,BAZ2B block,HP1b binding inh,Tb PGK inh,G9a block,JMJD2A Tudor inh,BLM inh,GLS inh
Cc1nn(C)c(Nc2ccc(Br)cc2)c1Br,35%[activator],-1%,1%,35%,-2%,0%,17%,-6%,?
O=C(Nc1cccc(C(=O)O)c1)/C(=C\c1ccco1)NC(=O)c1ccccc1Cl,?,?,-13%,22%,-10%,-24%,?,-4%,-1%
COc1ccc(OC)c(NC(=O)CCc2c[nH]c3ccccc23)c1,82%[activator],-6%,-37%,-3%,9%,?,-32%,-5%,-13%
CCC(C(=O)Nc1ccc2c(c1)OCCO2)n1nnc2ccccc2c1=O (stereo unspecified),-7%,-2%,-4%,28%,2%,67%[activator],-2%,2%,7%
COc1ccc2cc(C(=O)NCc3ccco3)c(=O)oc2c1,-12%,?,0%,17%,-1%,-29%[59 µM],-4%,-2%,9%
Cc1cc(SCC(=O)N/N=C/c2ccc(C(=O)O)cc2)nc2ccccc12,9%,-1%,-4%,62%[activator],-3%,46%,-16%,3%,18%
COc1cc(Nc2nc(-c3ccc(OC)c(OC)c3)nc3ccccc23)cc(OC)c1,6%,?,-15%,17%,-16%,-2%[59 µM],-30%,-7%,-3%
Cc1ccc(Cn2ccnc2SCC(=O)NCc2ccccc2Cl)cc1,27%,-2%,?,11%[57 µM],-4%,?,-26%,-1%,-2%
O=C(CSc1nc2ccccc2s1)NCc1cc([N+](=O)[O-])ccc1O,?,-1%,-36%,18%,0%,-1%[2.33 µM],-32%,nt,13%
CC(C)[C@H](NC(=O)c1ccc(F)cc1)C(=O)NC1=NCCS1,130%[activator],-1%,0%,19%,-8%,7%,18µM*,0%,-6%
COc1ccc(-n2cc(-c3ccccc3)nc2SCC(=O)Nc2ccccc2C)cc1,12%,8%,?,-6%,-3%,?,?,-8%,1%
C/C(=N\OC(=O)c1ccc(C)cc1)c1sc(C)nc1C,2%,-1%,-3%,19%,-10%,6%[59 µM],-17%,0%,4%
Cc1ccc(S(=O)(=O)c2nnn3c2nc(NCc2ccc(F)cc2)c2sccc23)cc1,-18%,31%[activator],-34%,49%[activator],-11%,3%[59 µM],?,0%,-16%
O=C(NCc1ccco1)c1ccc(Cn2c(=O)c3ccccc3n(Cc3ccc(Cl)cc3)c2=O)cc1,14%,22%,-16%,-1%,-9%,2%[59 µM],-23%,-5%,-16%
CCCN(CCC)CCCNC(=O)Cn1cnc2onc(-c3ccc(F)cc3)c2c1=O,16%,0%,11%[57.1 µM],33%,-9%,-8%[59 µM],-1%,-4%,-8%

# Given field by field: 2 of the compounds above
> O=C(CSc1nc2ccccc2s1)NCc1cc([N+](=O)[O-])ccc1O
- Pol iota inh: ?
- Pin1 inh: -1%
- BAZ2B block: -36%
- HP1b binding inh: 18%
- Tb PGK inh: 0%
- G9a block: -1%[2.33 µM]
- JMJD2A Tudor inh: -32%
- BLM inh: nt
- GLS inh: 13%
> COc1cc(Nc2nc(-c3ccc(OC)c(OC)c3)nc3ccccc23)cc(OC)c1
- Pol iota inh: 6%
- Pin1 inh: ?
- BAZ2B block: -15%
- HP1b binding inh: 17%
- Tb PGK inh: -16%
- G9a block: -2%[59 µM]
- JMJD2A Tudor inh: -30%
- BLM inh: -7%
- GLS inh: -3%

# New compounds follow
SMILES,Pol iota inh,Pin1 inh,BAZ2B block,HP1b binding inh,Tb PGK inh,G9a block,JMJD2A Tudor inh,BLM inh,GLS inh
COc1ccc(CNC(=O)CCC2N=C3c4ccccc4N=C(SCc4ccccc4F)N3C2=O)cc1 (stereo unspecified),-6%,?,-8%,52%[activator],6%,6%[59 µM],-22%,2%,17%
COc1ccccc1N1CCN(CCCOc2ccc(F)cc2)CC1,9%,-5%,?,?,2%,8.9µM*,2.2µM*,0%,22%
CN(CC(=O)Nc1ccc(F)c(F)c1F)C(=O)c1ccc2c(c1)OCCO2,25%,-2%,6%,13%,4%,5%[0.501 µM],-10%,nt,12%
Cn1nc(C(F)(F)F)c(/C=N/OC(=O)c2ccc(Cl)cc2)c1Cl,2%,6%,-16%,19%,-3%,16%,-15%,-3%,-3%
COc1ccc(CNC(=O)CN(c2cccc([N+](=O)[O-])c2)S(C)(=O)=O)cc1,14%,-1%,-13%,34%,i,3%,-10%,-1%,-33%
O=[N+]([O-])c1cccc(-c2ccc(C(=S)N3CCN(c4ccc(F)cc4)CC3)o2)c1,14%,1%,35µM*,?,-3%,?,?,-11%,17%
OCCCn1c(-c2ccccc2)csc1=Nc1ccccc1,61%[activator],-5%,56µM*,?,i,22µM*,?,-8%,-1%
C[C@@]12C(=O)Nc3ccccc3C(=O)N1[C@H]1c3cc(Br)ccc3OC[C@@H]1[C@@H]2c1ccccc1,5%,19%,2%,2%,-6%,26%[2.33 µM],-29%,nt,-1%
COC(=O)c1ccccc1NC(=O)c1ccc2c(c1)CCN2S(=O)(=O)c1ccc(Cl)cc1,13%,-3%,0%,63%[activator],0%,-3%[59 µM],-9%,-1%,-11%

# An excerpt from above in order of length of the SMILES, ascending.
SMILES,Pol iota inh,Pin1 inh,BAZ2B block,HP1b binding inh,Tb PGK inh,G9a block,JMJD2A Tudor inh,BLM inh,GLS inh
COc1ccccc1N1CCN(CCCOc2ccc(F)cc2)CC1,9%,-5%,?,?,2%,8.9µM*,2.2µM*,0%,22%
Cn1nc(C(F)(F)F)c(/C=N/OC(=O)c2ccc(Cl)cc2)c1Cl,2%,6%,-16%,19%,-3%,16%,-15%,-3%,-3%
CN(CC(=O)Nc1ccc(F)c(F)c1F)C(=O)c1ccc2c(c1)OCCO2,25%,-2%,6%,13%,4%,5%[0.501 µM],-10%,nt,12%
CCCN(CCC)CCCNC(=O)Cn1cnc2onc(-c3ccc(F)cc3)c2c1=O,16%,0%,11%[57.1 µM],33%,-9%,-8%[59 µM],-1%,-4%,-8%
COc1ccc(CNC(=O)CN(c2cccc([N+](=O)[O-])c2)S(C)(=O)=O)cc1,14%,-1%,-13%,34%,i,3%,-10%,-1%,-33%
COc1ccc(CNC(=O)CCC2N=C3c4ccccc4N=C(SCc4ccccc4F)N3C2=O)cc1 (stereo unspecified),-6%,?,-8%,52%[activator],6%,6%[59 µM],-22%,2%,17%
O=[N+]([O-])c1cccc(-c2ccc(C(=S)N3CCN(c4ccc(F)cc4)CC3)o2)c1,14%,1%,35µM*,?,-3%,?,?,-11%,17%
O=C(NCc1ccco1)c1ccc(Cn2c(=O)c3ccccc3n(Cc3ccc(Cl)cc3)c2=O)cc1,14%,22%,-16%,-1%,-9%,2%[59 µM],-23%,-5%,-16%
C[C@@]12C(=O)Nc3ccccc3C(=O)N1[C@H]1c3cc(Br)ccc3OC[C@@H]1[C@@H]2c1ccccc1,5%,19%,2%,2%,-6%,26%[2.33 µM],-29%,nt,-1%
